Screening data deposited in PubChem by several laboratories.
HTR2A ag: activates the mouse 5-HT2A serotonin receptor. 360,000 tested, 0.66% active. CHO-K1 mHTR2A beta-arrestin complementation, luminescence; percent of 30 µM serotonin response. activation, % at 7.6 µM. P35363;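 active = activation above a run cutoff, the mean activation of all tested compounds plus 3 SD, cut at about 14% in these data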;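 note: 0% = plate median of compound wells and 100% = 30 µM serotonin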
Cardio protect: protects H9c2 cardiomyocytes from peroxide injury; H2O2 injury protection, ATPLite, 2 h; protection from H2O2 cell death, % at 20 µM; 360,000 tested, 0.63% active; AID 588492;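 active = compounds giving at least 50% protection of heart cells from peroxide-induced death in the single-dose screen, raw or plate-pattern-corrected value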;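 note: 0% = DMSO wells with peroxide and 100% = DMSO wells without peroxide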
Exocytosis inh: lytic granule exocytosis inhibition. 360,000 tested, 0.66% active. TALL-104 LAMP-1 surface exposure, flow cytometry; cells stimulated with thapsigargin and PMA. inhibition, % at 10 µM. AID 651702;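 active = inhibition above about 55%, limit read from the data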
Vif imaging: blocks HIV Vif function. HEK293T cells, Vif self-association by quenched fluorescence, imaging, 24 h. inhibition, % at 7.49 µM. 340,000 tested, 0.35% active. AID 602346; in the data active = inhibition above about 50%, passing the limit was not always enough; note: some results filed as inactive read as strong as hits
ABCB6 inh MLPCN: inhibitors of human ABC transporter ABCB6; Q9NP58; K562-ABCB6 porphyrin accumulation, flow cytometry, 1 h; hits give low values; fluorescence ratio to DMSO, % at 10 µM; 360,000 tested, 0.19% active; AID 602162;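 active = fluorescence ratio to DMSO below 75%, the collection mean minus 3 SD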;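 note: signal is porphyrin accumulated inside mitochondria; 100% equals median channel fluorescence of DMSO control wells; lower ratio means ABCB6 inhibition with less porphyrin fluorescence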
Target sequence (Q9NP58 whole entry, looked up): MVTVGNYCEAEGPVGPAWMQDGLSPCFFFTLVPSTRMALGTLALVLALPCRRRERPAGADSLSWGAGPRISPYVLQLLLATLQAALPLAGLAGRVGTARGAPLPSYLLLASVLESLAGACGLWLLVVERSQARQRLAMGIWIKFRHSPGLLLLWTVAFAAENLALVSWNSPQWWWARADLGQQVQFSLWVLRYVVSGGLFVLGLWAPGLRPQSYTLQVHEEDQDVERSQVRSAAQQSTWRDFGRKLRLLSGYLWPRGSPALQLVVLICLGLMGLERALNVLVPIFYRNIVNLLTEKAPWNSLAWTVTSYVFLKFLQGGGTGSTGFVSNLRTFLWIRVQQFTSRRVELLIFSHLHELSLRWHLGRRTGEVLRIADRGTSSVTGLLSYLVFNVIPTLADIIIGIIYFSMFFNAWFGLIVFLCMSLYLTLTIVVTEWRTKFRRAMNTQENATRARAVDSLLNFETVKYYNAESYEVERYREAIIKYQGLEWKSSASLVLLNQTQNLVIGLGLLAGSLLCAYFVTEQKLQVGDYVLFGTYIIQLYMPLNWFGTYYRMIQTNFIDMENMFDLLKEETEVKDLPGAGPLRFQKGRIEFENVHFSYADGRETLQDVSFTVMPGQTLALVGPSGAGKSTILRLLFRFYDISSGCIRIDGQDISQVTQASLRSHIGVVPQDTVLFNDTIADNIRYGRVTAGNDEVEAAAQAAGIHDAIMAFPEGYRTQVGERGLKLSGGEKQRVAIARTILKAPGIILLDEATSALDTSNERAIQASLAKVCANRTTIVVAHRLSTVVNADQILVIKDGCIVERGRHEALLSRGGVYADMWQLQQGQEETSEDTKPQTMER
aDG glyco act: increases alpha dystroglycan glycosylation. Pro5-aDG cells, alpha-DG glycosylation AlphaScreen (IIH6); 0% Pro5, 100% B10-LARGE cell signal. activation, % at 10 µM. 360,000 tested, 0.22% active;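 active = activation of at least 8% versus controls, or a plate z-score of at least 8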;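 note: Pro5 are CHO cells carrying HIG-tagged alpha-DG that lacks glycosylation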
PDI turbidity: blocks human protein disulfide isomerase activity; P07237; PDI insulin aggregation turbidity, A650, 90 min; inhibition, % at 10 µM; 350,000 tested, 0.052% active; AID 588391;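 active = mean inhibition across replicates of 30% or more, whatever share of single replicates reach that level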;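 note: absorbance from insulin aggregation driven by PDI reduction with DTT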
hiPSC survival: increases survival of single human iPS cells | survival enhancement, % at 20 µM | hiPSC single-cell survival, ATPlite luminescence; 100% = ROCK inhibitor wells, 0% = DMSO | 360,000 tested, 0.044% active; in the data active = survival enhancement above about 18%;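 note: cells exposed to compounds for 16 hours before the ATP read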
CaV13 FRET inh: Disruptors of the CACNA1D IQ motif to Ca2+-dependent inactivation inhibitor domain association, primary screening, Förster resonance energy transfer in intact living …; HEK cells, CFP/YFP FRET ICDI-IQ, plate reader, 10 min; percent FRET-ratio fall versus neutral wells; inhibition, % at 12.3 µM; 340,000 tested, 0.098% active;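 active = mean replicate inhibition of at least 30% and at least 1% of replicates passing that level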;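 note: 0% = median of the neutral control wells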
Glyco luc inh: blocks N-linked glycosylation in D54 reporter cells. AID 588692. reporter increase, % at 12.5 µM. 360,000 tested, 0.23% active. D54 ERlucT glycosylation luciferase reporter, 24 h; percent of 100 nM tunicamycin response;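 active = mean luciferase reporter signal, scaled so untreated is 0 and the glycosylation-blocking control 100, at or above a set limit in every replicate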;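 note: luciferase carries N-glycosylation sites so blocking glycosylation raises the light; 0% = median of neutral control wells and 100% = median of 100 nM tunicamycin wells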
Starred values were filed as active, the others as inactive; i = inactive; nt = not tested or not shown.

SMILES	HTR2A ag	Cardio protect	Exocytosis inh	Vif imaging	ABCB6 inh MLPCN	aDG glyco act	PDI turbidity	hiPSC survival	CaV13 FRET inh	Glyco luc inh
Cc1cc(-c2ccccc2)nc(N2CCN(c3ccccn3)CC2)n1	-2.5	10.8	-2.4	-1.8	93.0	0.3	-4.4	-0.2	-7.2	-9.8
CCOc1ncccc1C(=O)OCc1ccc(Cl)cc1	-3.0	-6.0	4.8	2.7	93.0	0.1	-1.7	-1.3	-6.2	-1.4
COc1cc(OC)c(OC)cc1CNC(=O)c1cc(S(=O)(=O)N2CCOCC2)ccc1F	5.5	0.5	-1.5	-3.5	100.0	0.0	-1.7	-0.5	-3.2	0.3
COc1ccc(NS(=O)(=O)c2cccc(C(=O)NCc3ccccc3CN3CCCC3)c2)cc1	-14.4	4.2	-5.3	-1.3	95.0	-0.2	-29.7	0.3	-2.2	-8.9
COc1ccccc1C(=O)NCC(=O)Nc1ccc2c(c1)OCO2	-3.5	1.7	-3.9	3.3	98.0	0.3	4.8	0.3	-3.7	3.5
CCc1ccc(S(=O)(=O)/N=C2\C=C(Nc3cccc(C(=O)O)c3)C(=O)c3ccccc32)cc1	-5.3	-22.2	22.9	7.5	102.0	0.2	1.6	-0.4	-4.0	5.7
C=CC1=CCN(S(=O)(=O)C(C)(C)C)[C@H]1CCO	-1.0	-8.4	5.6	3.2	94.0	0.0	4.1	3.3	-6.9	0.9
O=C(c1ccc(CNc2c(N3CCCC3)c(=O)c2=O)cc1)N1CCN(C2CCCCC2)CC1	-3.4	-2.1	-3.3	3.9	92.0	-0.2	-9.3	0.6	-6.5	-2.9
O=C(NCc1ccccc1)C1=C[C@H](c2coc3ccccc3c2=O)C[C@H](OCCCCO)O1	4.9	1.9	-9.5	-1.3	80.0	-0.1	-0.7	3.8	-9.2	-0.9
CCN(CC)CCCNC(=O)c1nn2c(C(F)(F)F)cc(-c3ccccc3)nc2c1Cl	2.8	5.4	25.3	-0.2	104.0	0.0	2.5	0.8	-3.6	0.1
O=c1c2ccccc2nc2n1CCO2	-2.3	9.5	-3.1	-7.0	93.0	-0.1	-3.6	-0.3	-18.9	0.9
CC(C)c1ccc(NC(=O)CCc2ccccc2)cc1	-4.2	-0.1	36.5	-1.1	97.0	0.0	-0.1	0.0	-3.5	24.9
Cc1ccc(C(=O)NNC(=O)CSc2n[nH]c(-c3cccnc3)n2)cc1	0.7	-0.9	0.6	1.1	98.0	-0.3	4.9	-1.2	-6.3	1.7
CCOC(=O)N1CCN(C(=O)c2ccc(Cl)c(S(=O)(=O)N3CCCC3)c2)CC1	5.3	-5.0	-1.9	1.5	104.0	-0.4	0.3	-0.2	-6.4	1.3
CCC1=[N+](C)CCn2c(C)ccc21	6.8	20.7	-1.4	0.4	103.0	-0.2	15.7	-1.3	-5.3	3.3
O=C(c1cc(COc2c(F)cccc2F)on1)N1CCC(c2ccccc2Cl)C1 (centres undefined)	7.4	-19.9	-1.0	9.9	100.0	0.1	3.2	-1.0	-20.3	1.3
COc1ccc(Cn2c(=S)[nH]c3cc(C(=O)N4CCCCC4)ccc3c2=O)cc1	3.6	-1.2	-2.0	-1.4	94.0	0.0	10.0	0.9	-3.1	0.1
CC(C)(C)c1ccccc1NC(=O)Nc1nc(C(N)Cc2ccc(F)cc2)cs1 (centres undefined)	1.2	-20.5	17.8	1.7	96.0	-0.6	0.1	-2.5	-9.5	-6.2
O=C(/C=C/c1cccc(Br)c1)OCC(=O)N1CCN(c2ccccc2)CC1	5.1	-6.2	0.0	4.8	94.0	-0.2	6.2	0.8	-5.1	1.9
COc1ccc(NC(=O)COc2ccc(S(=O)(=O)N3CCOCC3)cc2C)cc1OC	4.2	1.9	-3.8	-3.0	97.0	-0.1	3.8	0.2	-4.6	2.9
COc1ccc(C(=O)Nc2cc(OC)nc(OC)n2)cc1	-1.4	-16.9	-1.9	2.1	108.0	0.0	3.2	-2.0	nt	-3.4
Cc1nc(Oc2ccc(Cl)cc2)c2oc3ccccc3c2n1	-0.1	-2.5	2.1	-9.6	104.0	0.0	2.2	0.7	-5.4	2.0
OCc1cccc(Nc2ncnc3sc4c(c23)CCCCC4)c1	-1.4	16.6	6.7	-5.1	98.0	-0.2	10.3	1.1	-2.4	-1.0
CCCN1C(=O)/C(=c2\sc3nc(=O)c(Cc4ccc(C)cc4)nn3c2=O)c2ccccc21	1.5	0.1	0.2	1.7	96.0	0.0	-1.3	3.0	-2.6	2.8
COc1ccc(C(=O)Nc2cc(C)cc(C)c2)cc1S(=O)(=O)N1CCOCC1	1.9	4.7	-5.0	-7.3	106.0	-0.1	-0.7	4.0	-5.2	0.2
Cc1cc(O)ccc1NC1=CC(=O)CC(C)(C)C1	-1.7	-13.4	-8.4	nt	98.0	0.1	-2.2	-0.9	-3.3	1.8
COCCn1c(=S)[nH]c2cc(C(=O)NCCc3ccc(OC)c(OC)c3)ccc2c1=O	3.0	3.9	-2.2	-0.6	91.0	-0.3	-4.2	-1.9	-4.8	2.2
O=C1Nc2ccc(S(=O)(=O)N3CCCC3C(=O)O)c3cccc1c23 (centres undefined)	1.6	3.1	-6.1	-9.9	100.0	0.2	nt	3.6	-2.1	4.4
CC(C)(C)c1nnc(NS(=O)(=O)c2ccc([N+](=O)[O-])cc2)s1	2.4	-8.5	-4.0	-8.7	103.0	0.0	-2.6	1.5	-4.8	-0.4
COc1ccc(Br)c(C(=O)OCC(=O)N2CCC(Cc3ccccc3)CC2)c1	-2.7	-13.7	4.0	-9.3	100.0	2.5	-1.2	0.4	-5.8	0.2
COc1ccc2c(c1)C(=O)N(c1ccccc1OC)C(=O)C2	0.2	9.1	-2.5	3.5	106.0	0.3	-1.2	2.7	-9.2	-0.7
O=C(COC(=O)c1ccc(S(=O)(=O)N2CCCC2)cc1)NCc1ccccc1	-6.0	4.9	19.9	9.1	102.0	0.0	-2.6	1.2	nt	1.9
CC1CCCN(S(=O)(=O)c2ccc(S(=O)(=O)N3CCC4(CC3)OCCO4)cc2)C1 (centres undefined)	3.4	-5.6	-4.4	4.6	103.0	0.0	0.0	-0.4	-2.8	0.1
COc1ccccc1/C=C/C=N/n1c(-c2ccc(Cl)cc2Cl)n[nH]c1=S	3.8	-0.3	5.4	-2.7	95.0	-0.2	-3.8	0.5	-4.4	1.6
CCC(C)[C@H](NC(=O)C1CC(=O)N(c2ccc(OC)cc2)C1)C(=O)N1CCCCC1 (some centres undefined)	0.0	9.1	-2.7	6.7	103.0	0.4	-2.0	-0.1	-15.8	1.7
CCOC(=O)C1=CCC2C(=O)N(C3CCCCC3)C(=O)C12 (centres undefined)	1.7	3.2	0.1	21.4	106.0	0.2	nt	0.8	-3.4	3.4
S=C(Nc1ccc(Nc2ccccc2)cc1)Nc1ccccn1	-2.9	-23.6	1.1	-6.1	93.0	9.4*	3.1	0.8	-8.0	-3.5
Cc1cccc(NC(=O)c2cccc(S(=O)(=O)N3CCCCC3)c2)c1	-7.3	-5.6	-0.5	10.2	97.0	0.0	-8.4	-0.1	-3.3	-0.8
CCOC(=O)N1CCN(Cc2nc3cc([N+](=O)[O-])ccc3n2C)CC1	-5.5	7.1	1.3	-7.3	93.0	0.0	-1.2	-0.7	-18.8	0.1
O=C(O)C1CC=CCC1C(=O)Nc1ccccc1 (centres undefined)	0.1	2.5	2.0	2.0	95.0	0.0	-6.6	0.1	-4.9	-0.3
COC(=O)C1=C(COc2ccccc2)NC(=O)NC1c1ccc(Br)cc1 (centres undefined)	6.8	-4.9	1.2	-0.4	97.0	0.0	-5.7	2.4	16.3	-1.0
COc1cccc(CN(C)CC2CCCN(CCc3ccc(Cl)cc3)C2)c1OC (centres undefined)	-3.1	8.3	75.1*	-4.4	99.0	0.0	0.4	-0.5	-0.2	0.7
CCOc1ccccc1N1CCN(C(=O)c2ccc(S(=O)(=O)Nc3ccccc3)cc2)CC1	1.4	-0.8	-2.7	-7.1	99.0	0.3	-1.0	0.0	-16.3	-1.1
COC(=O)c1cc(NC(=O)c2cc(-c3ccccc3Cl)oc2C(F)(F)F)ccc1N1CCOCC1	-7.3	-2.7	1.1	4.0	98.0	0.2	0.7	-0.6	3.5	4.9
O=C(NCc1ccccc1C(F)(F)F)C1CC(c2cccc(F)c2)=NO1 (centres undefined)	5.1	-16.2	-1.0	4.1	95.0	-0.2	-3.3	-0.2	-8.4	-1.2

Part of the list above in order of molecular weight, high to low.
SMILES	HTR2A ag	Cardio protect	Exocytosis inh	Vif imaging	ABCB6 inh MLPCN	aDG glyco act	PDI turbidity	hiPSC survival	CaV13 FRET inh	Glyco luc inh
COC(=O)c1cc(NC(=O)c2cc(-c3ccccc3Cl)oc2C(F)(F)F)ccc1N1CCOCC1	-7.3	-2.7	1.1	4.0	98.0	0.2	0.7	-0.6	3.5	4.9
COc1ccccc1/C=C/C=N/n1c(-c2ccc(Cl)cc2Cl)n[nH]c1=S	3.8	-0.3	5.4	-2.7	95.0	-0.2	-3.8	0.5	-4.4	1.6
CCOC(=O)N1CCN(Cc2nc3cc([N+](=O)[O-])ccc3n2C)CC1	-5.5	7.1	1.3	-7.3	93.0	0.0	-1.2	-0.7	-18.8	0.1

(listing goes on)
SMILES	HTR2A ag	Cardio protect	Exocytosis inh	Vif imaging	ABCB6 inh MLPCN	aDG glyco act	PDI turbidity	hiPSC survival	CaV13 FRET inh	Glyco luc inh
COC(=O)Cc1ccc(NC(=S)N2CCN(c3ccccn3)CC2)cc1	3.7	-3.5	-16.4	-5.0	104.0	0.2	-3.5	2.7	12.5	-0.2
COc1ccc2c(C)cc3nncn3c2c1	-0.5	22.5	-0.9	5.2	101.0	0.0	3.0	1.1	-1.1	2.4
Cc1cc(C)n(-c2ccc(F)cc2)c(=O)c1C(=O)O	3.4	5.9	3.0	2.8	101.0	-0.3	-7.5	-3.3	-5.7	-1.3
CN(C(=O)COC(=O)/C=C/c1ccc(S(=O)(=O)N2CCc3ccccc32)cc1)C1CCS(=O)(=O)C1 (centres undefined)	7.1	4.4	0.4	-4.0	92.0	-0.3	-2.1	-1.0	0.5	-0.7
CCSc1sccc1C1C(C#N)=C(N)N(c2cccnc2)C2=C1C(=O)CCC2 (centres undefined)	9.6	10.8	-2.2	-0.7	95.0	0.9	-5.1	0.7	-5.1	5.2
COc1cc(S(=O)(=O)Nc2ccc(C)cc2)ccc1N=Cc1c(C)[nH]n(-c2ccccc2)c1=O	0.1	7.7	6.2	0.6	87.0	0.5	-2.0	1.4	-5.2	-0.1
O=C(NC1CCOc2ccccc21)c1ccc(=O)[nH]c1 (centres undefined)	-8.3	-0.7	-6.3	0.1	97.0	0.0	-7.2	-0.2	-7.0	0.1
Cc1ccc(NC(=O)CSCC(=O)NCCc2ccccc2)c(C)c1	-0.9	7.7	3.1	-2.9	99.0	0.0	-6.6	-0.1	-2.0	-1.4
CC(C)c1nnc(NC(=O)COc2ccc3c(c2)OCO3)s1	11.0	-8.3	3.1	22.1	95.0	-0.1	-0.3	1.4	-2.7	-1.9
Cc1ccccc1CSCCC(=O)NCCC1=CCCCC1	-7.0	-0.3	0.1	38.9	102.0	-0.2	-7.4	0.1	-7.1	3.5
COc1ccc(S(=O)(=O)N(CC(=O)O)c2ccccn2)cc1	1.4	-2.1	-1.5	-8.0	107.0	-0.4	11.6	-0.6	-3.5	1.1
Oc1ccc(Br)cc1C=Nc1ccc2c3c(cccc13)CC2	0.3	86.6*	26.2	i	113.0	-0.1	-4.7	1.9	-6.9	-3.4
